High-throughput results (PubChem)
NCI-60 one-dose screen, 48 h, at 10 µM unless noted. Numbers give growth in % (100 = growth as untreated, 0 = no growth, -100 = all killed).
HOP-92 – HOP-92 NSCLC cells. AID 1794738. 6.3% of 71,000 active
HOP-62 – HOP-62 NSCLC; 3.9% of 80,000 active
SR – SR leukemia cells. 8.7% of 73,000 active
MOLT-4 – MOLT-4 leukemia cells; 6.9% of 80,000 active
A549/ATCC – A549/ATCC NSCLC; 3.7% of 81,000 active; AID 1794740
RPMI-8226 – RPMI-8226 leukemia cells; 7.5% of 77,000 active; AID 1794781
EKVX – EKVX NSCLC; 3% of 71,000 active
CCRF-CEM – CCRF-CEM leukemia; 7% of 77,000 active
* hit, by the source's call; . = not tested or not shown; [ ] = dose if it differs, or a comment. How the source made its calls: active means growth percent below 10; inactive means the rest. Outcome played no part in choosing rows; 12% or so of the library scored in one or more.

Molecule	EKVX	RPMI-8226	HOP-62	MOLT-4	SR	HOP-92	A549/ATCC	CCRF-CEM
O=C1CC(c2ccccc2)N2C(=S)N(c3ccccc3)C(=O)C12 (stereo not given)	108	99	112	105	104	103	101	104
CCCCCCCCCCCCCCCCC(C(=O)OCC)C(=O)OCC	.	101	109	103	100	116	111	.
COC(=O)CC1CSC(=S)N1c1ccc(F)c(F)c1 (stereo not given)	102	105	99	99	105	90	105	99
c1cc2c3c(cccc3c1)NC1(CCCC1)N2	100	107	104	89	101	111	108	78
O=C(O)COc1ccc(OCC(=O)O)cc1	52	-16*	-15*	9.1*	10	-3.9*	.	2.5*
CCCCNC(=O)c1ccc(C(C)C)cc1	103	.	97	100	108	94	71	101
COc1cc(C2CC(=O)Nc3c2c(C)nn3-c2nc3ccccc3[nH]2)cc(OC)c1OC (stereo not given)	.	108	104	-42*	84	90	98	32
CC(C)(C)c1cc(Br)c(O)c(Br)c1	96	100	109	100	.	81	94	97
COc1ccc(-c2cc(-c3ccc4c(c3)Sc3ccccc3N4C)c(C#N)c(N)n2)cc1OC	.	59	85	52	72	40	82	72
CCCCCCCCCCCCN1C(C)=CS/C1=C\C=C\c1scc(C)[n+]1CCCCCCCCCCCC	.	-11*	35	11	-4.7*	37	17	20

Complete entries as entered above. Order of values: EKVX	RPMI-8226	HOP-62	MOLT-4	SR	HOP-92	A549/ATCC	CCRF-CEM
Profile of CCCCCCCCCCCCN1C(C)=CS/C1=C\C=C\c1scc(C)[n+]1CCCCCCCCCCCC : .	-11*	35	11	-4.7*	37	17	20
Profile of CCCCCCCCCCCCCCCCC(C(=O)OCC)C(=O)OCC : .	101	109	103	100	116	111	.

Later entries:
Molecule	EKVX	RPMI-8226	HOP-62	MOLT-4	SR	HOP-92	A549/ATCC	CCRF-CEM
CN(C)c1ccc(N2C(N)=NC(N)=NC2(C)C)cc1	.	85	108	98	96	86	101	87
O=[N+]([O-])c1c(Cl)cc(Cl)cc1Cl	101	107	112	111	107	90	113	106
N#Cc1c(NC(=O)c2ccc(C(O)(C(F)(F)F)C(F)(F)F)cc2)sc2c1CCC(=O)C2	-90*	6.4*	-17*	-41*	-6.4*	-56*	9.4*	1.9*
CN1C(=O)CN(CCN2CC(=O)N(C)C(=O)C2)CC1=O	104	109	102	103	95	116	100	96
N#Cc1c(-c2ccccc2)cc(-c2ccc(Nc3nc(Nc4ccc(F)cc4)nc(Nc4ccc(F)cc4)n3)cc2)nc1N	89	15	80	17	0.6*	47	86	.
C/C(=C(\c1ccc(OCCCN(C)C)cc1)c1ccc(OC(=O)C2CCCCC2)cc1)c1ccc(Cl)cc1	87	72	94	86	87	80	94	84
CC(=O)NC1[C@H](OCCCNC(=O)C(F)(F)F)O[C@H](COC(C)=O)C(OC(C)=O)[C@@H]1OC(C)=O (stereo not given in full)	98	110	100	101	100	108	103	.
CC12SCC(C(=O)NCc3ccccc3Br)N1C(=O)c1ccccc12 (stereo not given)	106	91	100	83	81	88	77	89
O=C1NC2(CC2)C(=O)N2CCCC[C@@H]12	96	96	91	100	123	103	81	98
O=C(N/N=C\c1cccc2ccccc12)C(=O)N/N=C/c1cccc2ccccc12	99	100	106	97	13	102	.	84

Next records.
Molecule	EKVX	RPMI-8226	HOP-62	MOLT-4	SR	HOP-92	A549/ATCC	CCRF-CEM
Cc1ccc(S(=O)(=O)N(C)CCCCCC(=O)O)cc1	96	113	92	95	101	110	95	110
COC(=O)C1C2CC3c4[nH]c5cc(OC)ccc5c4CCN3CC2CC(OC)C1OC (stereo not given)	101	79	102	118	132	87	115	100
COc1ccc(C#Cc2ccc(=O)oc2-c2cc(OC)c(OC)c(OC)c2)cc1O	80	18	29	15	14	48	43	19
COC1CC(O)C(O)C(C)O1 (stereo not given)	109	94	100	96	90	76	87	101
CN(C)c1ccc2c(c1)Cc1cc(N=C3C=CC(=O)O3)ccc1-2	103	108	92	95	.	.	108	99
c1ccc2c(c1)Cc1c-2c2[nH]c3ccccc3c2c2[nH]c3ccccc3c12	90	96	85	90	70	90	88	93
O=c1[nH]c2ccccc2c2cc3ccccc3cc12	.	98	92	101	87	81	107	97
COC(=O)Cc1cc(O)cc2oc(-c3ccc4c(c3N)OCO4)cc(=O)c12	102	82	87	67	51	73	92	81
CCOC(=O)n1cc(C2=C(c3cn(C)c4ccccc34)COC2=O)c2ccccc21	45	.	.	18	14	38	23	17
CCN(CC)CCCOc1cc(N)ccc1C#N	101	94	88	83	95	85	80	94

Further structures:
Molecule	EKVX	RPMI-8226	HOP-62	MOLT-4	SR	HOP-92	A549/ATCC	CCRF-CEM
Cc1c(C(=O)NCc2ccccc2)[n+](=O)c2cc(F)ccc2n1[O-]	114	64	95	130	71	64	109	53
CCOC(=O)c1ccc2n1CCCc1cnc(Nc3ccccc3)nc1-2	78	76	.	86	41	64	94	79
COc1cc(-c2nc3ccc(-c4nnc(SCC(=O)Nc5ccc(C(=O)/C=C/c6ccc(Cl)cc6)cc5)o4)cc3[nH]2)cc(OC)c1OC	99	57	101	79	60	82	101	82
CCSc1nc(-c2cccc(Br)c2)c(C#N)c(N2CCCCC2)n1	102	114	99	115	102	98	.	108
O=C(CSc1nc2ccccc2c(=O)n1-c1ccc(S(=O)(=O)Nc2ccc(Cl)nn2)cc1)Nc1ccc(S(=O)(=O)Nc2ccc(Cl)nn2)cc1	100	108	104	98	87	107	105	101
O=c1[nH]c(=O)n(C2CC(O)C(CO)O2)cc1I (stereo not given)	85	83	93	104	91	117	78	80
CC(=O)Nc1ccc(Br)c(NC(C)=O)n1	.	100	95	102	98	.	.	.
COc1ccc(/C=C2\Oc3cc(OCC(=O)c4ccc(C)cc4)ccc3C2=O)cc1OC	119	102	96	99	122	80	89	123
Cn1c(C(=O)c2cccc3ccccc23)nc2ccccc21	.	18	19	9.2*	4.5*	34	3.4*	8.1*
NNC(=O)c1ccnc(Cl)c1	99	91	104	98	89	96	97	93

(next part)
Molecule	EKVX	RPMI-8226	HOP-62	MOLT-4	SR	HOP-92	A549/ATCC	CCRF-CEM
COC(=O)[C@]12CC[C@@H](C)[C@H](C)[C@@H]1C1=CC[C@@H]3[C@@]4(C)C(C=O)=C[C@@](C)(COS(C)(=O)=O)[C@@H]4C(=O)C[C@@]3(C)[C@]1(C)CC2	53	23	42	.	25	40	28	31
N#Cc1c(NC(=O)NCc2ccccc2)sc2c1CCCC2	58	18	40	18	23	42	29	17
COc1cc(C2NC(c3cc(OC)c(OC)c(OC)c3)C(C#N)(C#N)C2(C#N)C#N)cc(OC)c1OC (stereo not given)	98	102	95	97	118	97	103	136
NNC(=O)c1cccc(N)c1	90	100	94	100	107	82	96	36
NC(=S)Nc1ccc(Cl)cc1	105	95	99	97	94	91	94	96
COc1cccc(-c2nn(-c3ccccc3)cc2-c2ccnc(N3CCOCC3)c2)c1	82	68	96	59	.	66	87	98
Cc1ccc(Nc2nc(N)c3ccccc3n2)cc1Cl	.	24	89	49	1.1*	54	48	48
O/N=C/c1ccccc1O	99	96	100	105	.	103	49	92
COc1ccc(S(=O)(=O)O)cc1NS(=O)(=O)c1ccc(C)cc1	87	101	99	87	108	73	103	90
CCOC(=O)C1=CC2C(=O)N(c3ccccc3)C(=S)N2C1=O (stereo not given)	105	102	113	105	111	104	106	103

Further entries
Molecule	EKVX	RPMI-8226	HOP-62	MOLT-4	SR	HOP-92	A549/ATCC	CCRF-CEM
Cc1ccc(NS(=O)(=O)c2cc(C)ccc2C)cc1	55	14	49	.	.	40	33	.
COc1ccc(/C=C2\CN(C(=O)C(Cl)Cl)C/C(=C\c3ccc(OC)c(OC)c3)C2=O)cc1OC	8.3*	-5.8*	34	5.4*	6.2*	-7.0*	4.8*	12
COc1cc(C(=O)N2N=C(c3ccc(S(C)(=O)=O)cc3)CC2c2ccco2)cc(OC)c1OC (stereo not given)	86	45	67	41	8.0*	40	58	42
COc1ccc(C(=O)/C=C/c2cn(-c3ccccc3)nc2-c2ccc(Cl)cc2)cc1	75	54	74	49	81	109	91	57
CCOC(=O)c1cc(C(=O)c2cc(OC)c(OC)c(OC)c2)n2ccccc12	42	23	28	24	24	54	26	17
C=C(C=O)[C@@H]1CC[C@]2(COC(C)=O)CC[C@]3(C)C(CC[C@@H]4[C@@]5(C)CC[C@H](OC(C)=O)C(C)(C)[C@@H]5CC[C@]43C)[C@@H]12 (stereo not given in full)	13	-18*	81	-18*	-26*	-79*	37	11
Cc1ccc(Cc2c[nH]c(=S)[nH]c2=O)cc1	93	93	80	96	92	81	87	90
c1ccc(-c2n[nH]c3c2[C@H](c2ccccc2)N(c2ccccc2)OC3)cc1	86	78	89	77	75	90	87	95
COc1cc2cc(Oc3ccc(NC(=O)c4cccc(C(F)(F)F)c4)cc3)c(C)nc2cc1OC	19	17	87	28	28	.	24	26
CC(=O)Oc1ccc(OCCCN(C)c2ccccc2)cc1	81	41	62	55	26	43	35	44

21 compounds from above, sorted by number of heavy atoms, smallest number first:
Molecule	EKVX	RPMI-8226	HOP-62	MOLT-4	SR	HOP-92	A549/ATCC	CCRF-CEM
NNC(=O)c1ccnc(Cl)c1	99	91	104	98	89	96	97	93
O=[N+]([O-])c1c(Cl)cc(Cl)cc1Cl	101	107	112	111	107	90	113	106
O=C1NC2(CC2)C(=O)N2CCCC[C@@H]12	96	96	91	100	123	103	81	98
CC(=O)Nc1ccc(Br)c(NC(C)=O)n1	.	100	95	102	98	.	.	.
CCCCNC(=O)c1ccc(C(C)C)cc1	103	.	97	100	108	94	71	101
O=c1[nH]c(=O)n(C2CC(O)C(CO)O2)cc1I (stereo not given)	85	83	93	104	91	117	78	80
CCN(CC)CCCOc1cc(N)ccc1C#N	101	94	88	83	95	85	80	94
Cc1ccc(NS(=O)(=O)c2cc(C)ccc2C)cc1	55	14	49	.	.	40	33	.
CN1C(=O)CN(CCN2CC(=O)N(C)C(=O)C2)CC1=O	104	109	102	103	95	116	100	96
COc1ccc(S(=O)(=O)O)cc1NS(=O)(=O)c1ccc(C)cc1	87	101	99	87	108	73	103	90
CCSc1nc(-c2cccc(Br)c2)c(C#N)c(N2CCCCC2)n1	102	114	99	115	102	98	.	108
CC12SCC(C(=O)NCc3ccccc3Br)N1C(=O)c1ccccc12 (stereo not given)	106	91	100	83	81	88	77	89
CCOC(=O)c1ccc2n1CCCc1cnc(Nc3ccccc3)nc1-2	78	76	.	86	41	64	94	79
CCOC(=O)c1cc(C(=O)c2cc(OC)c(OC)c(OC)c2)n2ccccc12	42	23	28	24	24	54	26	17
CCOC(=O)n1cc(C2=C(c3cn(C)c4ccccc34)COC2=O)c2ccccc21	45	.	.	18	14	38	23	17
COc1cc(C2CC(=O)Nc3c2c(C)nn3-c2nc3ccccc3[nH]2)cc(OC)c1OC (stereo not given)	.	108	104	-42*	84	90	98	32
COc1ccc(-c2cc(-c3ccc4c(c3)Sc3ccccc3N4C)c(C#N)c(N)n2)cc1OC	.	59	85	52	72	40	82	72
COc1cc(C2NC(c3cc(OC)c(OC)c(OC)c3)C(C#N)(C#N)C2(C#N)C#N)cc(OC)c1OC (stereo not given)	98	102	95	97	118	97	103	136
C=C(C=O)[C@@H]1CC[C@]2(COC(C)=O)CC[C@]3(C)C(CC[C@@H]4[C@@]5(C)CC[C@H](OC(C)=O)C(C)(C)[C@@H]5CC[C@]43C)[C@@H]12 (stereo not given in full)	13	-18*	81	-18*	-26*	-79*	37	11
N#Cc1c(-c2ccccc2)cc(-c2ccc(Nc3nc(Nc4ccc(F)cc4)nc(Nc4ccc(F)cc4)n3)cc2)nc1N	89	15	80	17	0.6*	47	86	.
O=C(CSc1nc2ccccc2c(=O)n1-c1ccc(S(=O)(=O)Nc2ccc(Cl)nn2)cc1)Nc1ccc(S(=O)(=O)Nc2ccc(Cl)nn2)cc1	100	108	104	98	87	107	105	101

The results go on.
Molecule	EKVX	RPMI-8226	HOP-62	MOLT-4	SR	HOP-92	A549/ATCC	CCRF-CEM
Cc1ccc(-c2nn(-c3ccccc3)cc2/C=C/C(=O)NNC(=O)Nc2ccc(F)cc2)cc1	101	94	105	96	.	116	98	107
CC1(C)C2CCC(CCOC(=O)COc3cc(Cl)c(Cl)cc3Cl)C1C2 (stereo not given)	91	100	104	112	109	99	116	97
Nc1cc(-c2c[nH]c3ccccc23)nc2cc(-c3c[nH]c4ccccc34)nn12	74	36	95	34	14	73	58	45
CCC(C(=N)N)(c1ccccc1)N(C)C (stereo not given)	103	101	96	92	96	95	84	100
CCN(CC)S(=O)(=O)c1cccc(-c2ccc3c(NC(=O)C4CC4)n[nH]c3c2)c1	28[6.25 µM]	11[6.25 µM]	18[6.25 µM]	10[6.25 µM]	.	41[6.25 µM]	21[6.25 µM]	18[6.25 µM]
O=c1[nH]nc(-c2ccc(Br)cc2)c2sc3ncc(-c4ccc(Br)cc4)n3c12	79	88	99	88	95	94	109	81
CCNCCNc1cc(C2CCCCC2)c(C#N)c2nc3ccccc3n12	36	-14*	16	-7.0*	-10*	-25*	3.1*	-29*
CCCCNC(=O)Cn1nc(C)c2c1CC(C)(C)CC2=O	98	103	87	104	97	99	105	95
C[C@H]1[C@H](C)CC[C@]2(C(=O)NCCNCCN)CC[C@]3(C)C(=CC[C@@H]4[C@@]5(C)CCC(=O)C(C)(C)[C@@H]5CC[C@]43C)[C@H]12	79	-16*	81	-9.8*	-39*	53	42	-12*
CC1(C)[C@@H]2CC[C@@]1(C)/C(=N/O)C2	117	101	101	90	77	.	101	94

Other results follow.
Molecule	EKVX	RPMI-8226	HOP-62	MOLT-4	SR	HOP-92	A549/ATCC	CCRF-CEM
O=C1NOCC1N=Cc1cc(Cl)ccc1O (stereo not given)	110	117	107	99	124	79	102	102
O=c1c2cc(F)ccc2sc2c(NCc3ccccc3)nc3ccc(F)cc3c12	90	.	95	91	85	92	94	93
Cn1c(O)c(N=Nc2ccc(S(N)(=O)=O)cc2)c2ccccc21	108	107	114	102	89	137	94	109
COc1cc2c(cc1OC)C1c3ccccc3NC(=O)N1CC2 (stereo not given)	87	96	78	95	100	75	93	.

An excerpt from above with just MOLT-4 and EKVX:
canonical_smiles | MOLT-4 | EKVX
O=c1c2cc(F)ccc2sc2c(NCc3ccccc3)nc3ccc(F)cc3c12 | 91 | 90
Cn1c(O)c(N=Nc2ccc(S(N)(=O)=O)cc2)c2ccccc21 | 102 | 108
